# High-throughput results as filed in PubChem.
# RGS4 inh: human RGS4 inhibition; HEK293 M3R/RGS4 inducible, Fluo-4 calcium flux; hits give high values; triggered by carbachol at its EC20; AID 463165; P49798; B-score at 10 µM; 310,000 tested, 0.45% active;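 active = B-score, a plate-corrected calcium signal, over three deviations above library mean, with baseline fluorescence within five deviations of library mean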;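 note: RGS4 expression induced by doxycycline in cells with stable M3 receptor; B-score is computed from the integrated fluorescence ratio over baseline after carbachol; higher B-score means a larger calcium signal and so more RGS4 inhibition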
# TRPC4 PAM: allosterically enhances the mouse TRPC4 cation channel; Q9QUQ5; HEK293 TRPC4beta/mu-opioid, DAMGO EC20, Fluo-4 Ca2+ flux; hits give high values; B-score at 10 µM; 310,000 tested, 0.42% active; AID 2227;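 active = B-score of calcium response area above 5 SD of library B-scores, with initial fluorescence ratio within 5 SD of library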;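 note: B-score of integrated fluorescence ratio over time as area under calcium response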
# Target sequence (Q9QUQ5 whole entry, looked up): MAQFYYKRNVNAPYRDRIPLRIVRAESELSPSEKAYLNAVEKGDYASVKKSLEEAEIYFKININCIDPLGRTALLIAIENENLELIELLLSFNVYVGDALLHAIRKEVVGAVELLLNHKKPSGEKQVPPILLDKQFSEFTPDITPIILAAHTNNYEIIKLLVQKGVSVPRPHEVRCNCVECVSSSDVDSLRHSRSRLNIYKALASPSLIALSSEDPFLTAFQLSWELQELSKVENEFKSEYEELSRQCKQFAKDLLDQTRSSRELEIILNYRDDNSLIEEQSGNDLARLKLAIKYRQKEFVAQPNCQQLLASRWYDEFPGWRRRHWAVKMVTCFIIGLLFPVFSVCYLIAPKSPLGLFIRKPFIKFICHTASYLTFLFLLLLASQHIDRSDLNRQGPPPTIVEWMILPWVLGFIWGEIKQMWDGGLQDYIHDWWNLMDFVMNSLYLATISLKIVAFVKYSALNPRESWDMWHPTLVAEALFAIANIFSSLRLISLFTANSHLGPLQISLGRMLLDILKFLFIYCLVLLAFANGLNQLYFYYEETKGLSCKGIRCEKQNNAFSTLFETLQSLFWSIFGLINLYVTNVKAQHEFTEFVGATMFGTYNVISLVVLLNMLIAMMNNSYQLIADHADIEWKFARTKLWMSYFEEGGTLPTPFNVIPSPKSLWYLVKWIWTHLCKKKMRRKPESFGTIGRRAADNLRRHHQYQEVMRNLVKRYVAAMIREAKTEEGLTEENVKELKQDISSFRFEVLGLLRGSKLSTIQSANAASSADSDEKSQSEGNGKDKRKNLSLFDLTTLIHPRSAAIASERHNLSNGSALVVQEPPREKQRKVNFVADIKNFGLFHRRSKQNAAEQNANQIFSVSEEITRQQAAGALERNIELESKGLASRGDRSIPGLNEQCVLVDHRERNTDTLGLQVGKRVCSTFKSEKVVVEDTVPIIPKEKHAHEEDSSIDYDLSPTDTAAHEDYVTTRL
# MrgX1 ag: agonists of human MrgX1 receptor; Q96LB2; MrgX1-HEK293 cells, Fluo-4 calcium fluorescence, agonist mode; hits give high values; B-score at 10 µM; 310,000 tested, 0.44% active; AID 588627;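 active = calcium response B-score plate-corrected fluorescence ratio at least 3 library SD, with starting fluorescence B-score inside 5 SD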
#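 Material: MrgX1-expressing HEK293 cells; input: 15,000 cells per well; doses: test compound given as first of three sequential additions; schedule: overnight plating before 1 h dye loading; technique: Fluo-4 NW calcium-flux fluorescence, kinetic read; evaluation: baseline-normalised fluorescence change ratio, B-scored; control set: plate-wise positive and negative controls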
# MrgX1 antagonist: blocks BAM8-22 activation of human MrgX1 receptor; Q96LB2; MRGX1-HEK293 calcium flux, Fluo-4, BAM8-22 antagonism; hits give low values; B-score at 10 µM; 310,000 tested, 1.3% active; AID 588676;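 active = calcium-response B-score plate-corrected more than 3 library SD below zero, starting fluorescence within 5 deviations, no agonist response on first addition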;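 note: peak minus trough fluorescence over baseline after final BAM8-22 challenge near maximal dose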
# ANO1 block: blocks the mouse calcium-activated chloride channel TMEM16A. Q8BHY3. HEK293 TMEM16A/YFP iodide influx fluorescence, ionomycin. normalized B-score (activity score, 25-100; higher = stronger inhibition) at 10 µM. 310,000 tested, 1.2% active;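 active = ratio plate-corrected score three or more library SD toward inhibition, starting fluorescence score within five deviations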;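 note: score derived from kinetic fluorescence span divided by baseline fluorescence per well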
# TRPC4 inh: blocks the mouse TRPC4 cation channel; Q9QUQ5; HEK293 TRPC4beta/mu-opioid, DAMGO-evoked Fluo4 calcium flux; hits give low values; B-score at 10 µM; 300,000 tested, 0.39% active; AID 2247;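 active = B-score over 3 SD under the library average, no early fluorescence shift, positive overall ratio signal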
#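 Assay system: Stable TRPC4beta/mu-opioid receptor HEK293 cells | Reagent: DAMGO in two steps, submaximal then maximal | Compound dosing: Single concentration per test compound | Signal: Fluo4 Ca2+ flux fluorescence | Evaluation: Per-well B score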
# TRPC6 activator: activators of mouse TRPC6 channel | Q61143 | HEK293-TRPC6 membrane potential dye fluorescence; hits give high values | B-score at 10 µM | 310,000 tested, 0.13% active | AID 2550;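 active = B-score of the integrated fluorescence ratio above library mean plus 3 SD, and starting fluorescence ratio within library mean plus 5 SD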;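 note: higher score means more depolarization so channel activation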
# TMEM16A act: activators or potentiators of mouse TMEM16A chloride channel | Q8BHY3 | B-score at 10 µM | 340,000 tested, 0.3% active | HEK293 TMEM16A/YFP-H148Q/I152L, iodide quench fluorescence; hits give low values;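 active = fluorescence-ratio B-score plate-corrected deviation score at least 3 library SD below zero, with starting fluorescence score within 5 deviations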;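 note: channel opened by trigger with iodide after compound preincubation; score built on the fluorescence ratio of max minus min over baseline; more negative score means more quench and so TMEM16A activation or potentiation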
# TRPC4 act: opens the mouse TRPC4 cation channel | Q9QUQ5 | HEK293 TRPC4beta/mu-opioid, Fluo4 calcium fluorescence; hits give high values | B-score at 10 µM | 310,000 tested, 0.49% active | AID 2237;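 active = B-score above 5 SD of library B-scores, and initial fluorescence ratio not above library mean plus 5 SD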;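 note: positive B-score marks a calcium rise read as TRPC4 activation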
#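 System: HEK293 cells stably co-expressing mouse TRPC4beta and mu-opioid receptor; Schedule: Fluo4 dye loading 45 min at room temperature, 110 s recording; Detection: Fluo4 fluorescence, kinetic; Evaluation: B-scored integrated calcium fluorescence ratio; Controls: buffer (low) and maximal DAMGO (high).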
# TRPC6 inh: mouse TRPC6 channel inhibition; Q61143; HEK293-TRPC6, membrane potential dye, ACh-evoked depolarization; hits give low values; B-score at 10 µM; 310,000 tested, 1.1% active; AID 2553;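 active = B-score under library mean minus 3 SD, initial fluorescence not abnormally high, positive integrated signal ratio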;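 note: B-score derived from integrated fluorescence ratio over the kinetic read; more negative B-score means stronger inhibition of depolarization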
# MrgX1 allo act: allosterically activates human MrgX1 receptor signaling. MrgX1-HEK293, Fluo-4 calcium flux, FDSS; hits give high values. B-score at 10 µM. Q96LB2. 310,000 tested, 0.63% active;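 active = plate-corrected calcium response at least 3 library SD above typical, normal starting fluorescence, not activating the receptor alone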;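 note: compound read alongside a low EC10 to EC30 dose of BAM8-22 agonist; peak minus trough fluorescence over baseline measured at the second addition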
# The depositor's hits bear a star; i = inactive; · = no result given.
# Each structure is followed by: TRPC6 activator	TRPC4 PAM	ANO1 block	TRPC4 inh	MrgX1 allo act	TRPC6 inh	TRPC4 act	MrgX1 antagonist	MrgX1 ag	TMEM16A act	RGS4 inh
- CC(OC(=O)C1=Cc2ccccc2OC1)C(=O)NC(C)(C)C (configuration not stated)
  i	i	i	i	i	i	i	i	i	i	i
- Cc1ccc(C(=O)/C=C/Nc2ccccn2)cc1
  i	i	i	i	i	i	i	i	i	i	i
- COc1ccc(CCn2c(N)c(C#N)c3nc4ccccc4nc32)cc1OC
  i	i	i	-6*	i	i	i	i	i	i	i
- CCN(CC)CCNC(=O)c1cc([N+](=O)[O-])c(N(C)C)cc1OC
  i	i	i	i	i	i	i	i	i	i	i
- O=C(/C=C/c1c(Cl)cccc1Cl)NCc1ccccc1
  i	i	i	i	i	i	i	i	i	i	i
- COc1cc(/C=C2\SC(=S)N(NS(=O)(=O)c3ccccc3)C2=O)ccc1O
  15*	i	i	i	i	i	i	i	87*	i	i
- O=[N+]([O-])c1cccc(/C=N/Nc2nnc(-c3ccccc3)c(-c3ccccc3)n2)c1
  i	i	i	i	i	i	i	i	i	i	i
- Cc1nccn1CCCNC(=O)CC1C(=O)NCCN1Cc1ccc(Cl)c(F)c1 (configuration not stated)
  i	i	i	i	i	i	i	i	i	i	i
- N#CC1=C(N)C2=CCCC[C@H]2[C@H](c2cccc(F)c2)C1(C#N)C#N
  i	34*	i	i	i	i	i	i	i	i	i
- COc1ccc(Nc2nc3c(C)cccn3c(=O)c2C=NCc2ccccc2)cc1
  i	i	i	·	i	i	i	i	i	i	i
- CCO/C([O-])=N/c1c[n+](N2CCOCC2)no1
  i	i	i	i	i	i	i	i	i	i	i
- CCOC(=O)C1CCN(C(=O)c2cc(C)n(C(C)(C)C)n2)CC1
  i	i	i	i	i	i	i	i	i	i	i
- Nc1ccccc1Sc1ccc(C(F)(F)F)cc1[N+](=O)[O-]
  i	i	i	i	i	i	i	i	i	i	i
- CC1CCN(C(=O)c2[nH]cnc2C(=O)NCC(=O)OC(C)(C)C)CC1
  i	i	i	i	i	i	i	i	i	i	i
- O=C(Nc1cccc([N+](=O)[O-])c1)C1C2CC/C=C\CCC21 (configuration not stated)
  i	i	i	i	i	i	i	i	i	i	i
- COc1ccc(CNC(=S)N2CCN(S(=O)(=O)c3cccc(F)c3)CC2)cc1
  i	i	i	i	i	i	i	i	i	i	i
- COCc1ccc(C(=O)N(C)CC2CCCN(CCc3ccccc3F)C2)o1 (configuration not stated)
  i	i	i	i	i	i	i	i	i	i	i
- CS(=O)(=O)N(CC(=O)Nc1ccc(Br)cc1F)C1CCCCC1
  i	i	i	i	i	i	i	i	i	i	i
- COc1ccccc1NC(=O)CNC(c1ccccc1)c1ccccc1
  i	i	i	i	i	i	i	i	i	i	i
- CN(CCC#N)C(=O)COc1ccc(Br)cc1Cl
  i	i	i	i	i	i	i	i	i	i	i
- Cc1nc(CCNC(=O)C2CCC(=O)N(CCc3cccc(F)c3)C2)sc1C (configuration not stated)
  i	i	i	i	i	i	i	i	i	i	i
- CN(c1ccccc1)S(=O)(=O)c1cccc(NC(=O)CSc2nncs2)c1
  i	i	i	i	i	i	i	i	i	i	i
- CCc1nc2n[nH]c(N)c2c2c1CCCC2
  i	i	i	i	i	i	i	i	i	i	i
- Cc1ccc(C(=O)NN2C(=O)C3C4c5ccccc5C(c5ccccc54)C3C2=O)cc1 (configuration not stated)
  i	i	i	i	i	i	i	i	i	i	i
- N#CCCN(C(=O)COc1ccc(Cl)cc1Cl)c1ccccc1
  i	i	i	i	i	i	i	i	i	i	i
- O=C(NCCc1csc(-c2cccnc2)n1)c1ccc(Br)o1
  i	i	i	i	i	i	i	i	i	i	i
- CCN(CC)S(=O)(=O)c1cc(C(=O)OC)ccc1Cl
  i	i	i	i	i	i	i	i	i	i	i
- O=C(NCCCn1ccnc1)c1ccc(Br)s1
  i	i	i	i	i	i	i	i	i	i	i
- COc1ccc(CNC(=O)CSc2nnc3nc(C)cc(C)n23)cc1OC
  i	i	i	i	i	i	i	i	i	i	i
- C[C@H](NC(=O)CCCOc1ccc(Cl)cc1Cl)c1nnc2ccccn12
  i	i	i	i	i	i	i	i	i	i	i

# (next part)
# Each structure is followed by: TRPC6 activator	TRPC4 PAM	ANO1 block	TRPC4 inh	MrgX1 allo act	TRPC6 inh	TRPC4 act	MrgX1 antagonist	MrgX1 ag	TMEM16A act	RGS4 inh
- CCOC(=O)N1CCC(NC(=O)CS(=O)(=O)Cc2nc(-c3ccc(C)cc3)oc2C)CC1
  i	i	i	i	i	i	i	i	i	i	i
- CNS(=O)(=O)c1ccc(NC(=S)Nc2ccc3c(c2)OCO3)cc1
  i	i	i	i	i	i	i	i	i	i	i
- CCOC(=O)/C(C#N)=C\c1cc(OC)c(OC)cc1[N+](=O)[O-]
  i	i	i	i	i	i	i	i	i	i	i
- COC(=O)Nc1ccc(S(=O)(=O)N2CCC(C(=O)NC3CCCCC3)CC2)cc1
  i	i	i	i	i	i	i	i	i	i	i
- O=c1c2cc(Cl)ccc2nc(-c2ccc(Cl)c(Cl)c2)n1O
  i	i	100*	i	i	i	237*	i	151*	i	i
- COC(=O)c1ccc(NC(=O)c2ccc(OC(C)=O)c(OC)c2)cc1
  i	i	i	i	i	i	i	i	i	i	i
- Cc1ccc2nc(Cn3cc(C(F)(F)F)ccc3=O)cc(=O)n2c1
  i	i	i	i	i	i	i	i	i	i	i
- CN1C(=O)/C(=C/c2ccccc2OCc2ccc(C(=O)O)cc2)NC1=S
  i	i	i	i	i	i	i	i	i	i	i
- Cc1cccc(NC(=O)c2ccc(OCC(=O)NCc3ccccc3)cc2)c1C
  i	i	i	i	i	i	i	i	i	i	i
- COc1cc2c(cc1CN1CCN(C(=O)c3cc(OC)c(OC)c(OC)c3)CC1)OCO2
  i	i	i	i	i	i	i	i	i	i	i
- CCOC(=O)c1c(C)[nH]c(N=Nc2ccccc2Cl)c1C
  i	i	i	i	i	i	i	i	i	i	i
- O=C(CCC(=O)Nc1ccccc1)NNC(=O)c1ccco1
  i	i	i	i	i	i	i	i	i	i	i
- CC(=C/c1ccccc1)/C=C1/SC(N2CCOCC2)=NC1=O
  i	i	i	i	i	i	i	i	i	i	i
- Cc1nc(N2CCC(C)CC2)c2oc3ccccc3c2n1
  i	i	i	i	i	i	i	i	i	i	i
- CN1CCC(=O)N([C@H](CSc2ccc(Br)cc2)Cc2ccccc2)CC1
  i	i	i	i	i	i	79*	i	i	i	i
- O=C(CCc1nnc(CCCCc2ccccc2)o1)N1CCN(CCO)CC1
  i	i	i	i	i	i	i	i	i	i	i
- CCCc1cc(C(=O)N2CCN(S(=O)(=O)c3ccc(OC)c(OC)c3)CC2)cs1
  i	i	i	i	i	i	i	i	i	i	i
- COc1ccc(Cl)cc1C(=O)Nc1ccc2nc3n(c(=O)c2c1)CCCC3
  i	i	i	i	i	i	i	i	i	i	i
- COc1cccc(CNC(=O)CN(C)S(=O)(=O)c2ccc(Br)s2)c1
  i	i	i	i	i	i	i	i	i	i	i
- COc1nnc(-c2ccc(C)c(S(=O)(=O)NCC3CCCO3)c2)c2ccccc12 (configuration not stated)
  i	i	i	i	i	i	i	i	i	i	i
- C=CCn1c(C)cc(C(=O)Cn2ncc(Cl)c(Cl)c2=O)c1C
  i	i	i	i	i	i	i	i	i	i	i
- COc1ccc(CSc2nc(C)[nH]c2[N+](=O)[O-])cc1[N+](=O)[O-]
  i	i	i	i	i	i	i	i	i	i	i
- COc1ccc(-c2csc3ncnc(N4CCN(S(=O)(=O)c5ccc(C)c(C)c5)CC4)c23)cc1
  i	i	i	i	i	i	i	i	i	i	i
- CC(C)NC(=O)C(Sc1ccccc1)c1ccccc1 (configuration not stated)
  i	i	i	i	i	i	i	i	i	i	i
- O=S(=O)(Nc1ccc2c(c1)nc1n2CCOC1)c1ccc(Cl)cc1
  i	i	i	i	i	i	i	i	i	i	i
- COc1c(OC)c(O)c2c(=O)cc(-c3c(O)cccc3O)oc2c1OC
  i	i	i	i	i	i	i	i	i	i	i
- O=S(=O)(Nc1cccc(Cl)c1)c1ccc2oc(=S)[nH]c2c1
  i	i	i	i	i	i	i	i	i	i	i
- CC(C)C(=O)Nc1nnc(CCN2CCOCC2)s1
  i	i	i	i	i	i	i	i	i	i	i
- C/C(CC(=O)Nc1cccnc1)=N\NC(=O)c1ccc([N+](=O)[O-])c(Cl)c1
  i	i	i	i	i	i	i	i	i	i	i
- CCOc1ccc(S(=O)(=O)N(C)CC(=O)NCCN2CCOCC2)cc1
  i	i	i	i	i	i	i	i	i	i	i

# (further entries)
# Each structure is followed by: TRPC6 activator	TRPC4 PAM	ANO1 block	TRPC4 inh	MrgX1 allo act	TRPC6 inh	TRPC4 act	MrgX1 antagonist	MrgX1 ag	TMEM16A act	RGS4 inh
- COC(=O)c1cn(NC(=O)C2CCC(C(C)(C)C)CC2)c(=O)c2ccccc12 (configuration not stated)
  ·	·	i	·	i	·	·	i	i	i	·
- O=c1c2c(nc3nc[nH]n13)CCC2
  i	i	i	i	i	i	i	i	i	i	i
- CCOC(=O)C1CCN(C(=O)Cn2ncc3c([nH]c4ccccc43)c2=O)CC1
  i	i	i	i	i	i	i	i	i	i	i
- O=C(CCNC(=O)C1CCN(S(=O)(=O)c2ccccc2)CC1)NCc1ccc(Cl)cc1
  i	i	i	i	i	i	i	i	i	i	i
- CC(C)[C@@H](C(=O)N1CCNCC1)n1cc(CCO)nn1
  i	i	i	i	i	i	i	i	i	i	i
- COc1ccc2cc(C(C)C(=O)Nc3cccc(S(=O)(=O)N(C)C)c3)ccc2c1 (configuration not stated)
  i	i	i	i	i	i	i	i	i	i	i
- O=Cc1s/c(=N\S(=O)(=O)c2ccccc2)n(CCCCl)c1Cl
  i	i	·	i	·	i	i	·	·	i	5.4*
- O=C(c1ccccc1F)N1CCCC(c2ccccc2)C1 (configuration not stated)
  i	i	i	i	i	i	i	i	i	i	i
- COC(C[C@H]1O[C@H]1[C@@H](O)COCc1ccccc1)OC
  i	i	·	i	·	i	i	·	·	i	i
